GLS inhibitor: blocks human kidney-isoform glutaminase activity; O94925; AID 624170; Potency, µM (top dose mostly 45.5 µM), inactives show at the top dose activity change, negative = inhibition, hits mostly inhibitors; GLS enzymatic activity, qHTS titration; actives 0.21% (n = 410,000); active means well fitted inhibition curve with a large enough effect; further: potency means the concentration at half of the fitted maximal effect
Target sequence (O94925 whole entry, looked up, canonical isoform): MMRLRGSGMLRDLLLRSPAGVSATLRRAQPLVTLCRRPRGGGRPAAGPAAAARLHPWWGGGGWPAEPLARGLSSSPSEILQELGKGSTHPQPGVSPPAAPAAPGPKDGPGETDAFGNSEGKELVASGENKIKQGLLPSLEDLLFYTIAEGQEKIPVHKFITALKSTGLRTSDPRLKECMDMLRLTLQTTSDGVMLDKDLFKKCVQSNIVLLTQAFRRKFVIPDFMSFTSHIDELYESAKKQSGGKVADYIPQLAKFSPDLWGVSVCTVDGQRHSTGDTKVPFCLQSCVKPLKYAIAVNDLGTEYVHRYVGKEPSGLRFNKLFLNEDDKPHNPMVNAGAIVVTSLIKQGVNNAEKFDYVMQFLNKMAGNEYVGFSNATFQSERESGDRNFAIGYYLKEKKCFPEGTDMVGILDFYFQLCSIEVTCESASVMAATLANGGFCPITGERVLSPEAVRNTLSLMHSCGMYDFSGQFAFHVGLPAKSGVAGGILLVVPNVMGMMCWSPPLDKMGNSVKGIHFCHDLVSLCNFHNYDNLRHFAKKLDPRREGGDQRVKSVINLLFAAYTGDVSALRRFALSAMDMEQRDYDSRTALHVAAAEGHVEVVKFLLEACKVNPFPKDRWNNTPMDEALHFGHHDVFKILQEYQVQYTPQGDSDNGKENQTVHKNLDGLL
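Read-out is an Amplex red fluorescence increase coupled through glutamate oxidase and HRP, measured before and after 30 min room-temperature incubation. hKGA is in 45 mM KH2PO4 (pH 8.2) with 0.02% Tween-20; glutamine added as 1mM solution.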
PI4K2A inh: blocks human PI4K2A kinase activity; Q9BTU6; purified PI4K2A, ADP-Glo luminescence, 1 h; active compounds read low; activity change, negative = inhibition, % at 76.9 µM; actives 0.13% (n = 420,000); AID 1346378; in the data active means activity change below about -50%;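 further: -100% = wells without enzyme as full effect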
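Compounds are screened against recombinant PI4K2A using PI as substrate and ATP, the latter dispensed at 300 microM. Reactions run one hour at ambient temperature before ADP-Glo detection; full inhibition defined by wells lacking enzyme.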
Numbers without * were called inactive; [ ] = dose if it differs, or a comment. Unless noted, on the % scale 0 is the no-effect control and ±100 the full control effect. A portion of the library; count on the stated rates, not on these rows.

Molecule | GLS inhibitor | PI4K2A inh
COc1ccc(C(=O)NCCN2CCC(n3c(=O)[nH]c4ccccc43)CC2)cc1F | 14% | 1
CC(C)NC(=O)c1cc(C2CCCCN2S(=O)(=O)c2ccc(F)cc2F)on1 (stereo unspecified) | 0% | 0
OC(c1ccc(F)c(F)c1)c1nc(-c2ccoc2)cs1 (stereo unspecified) | 6% | -11
Cc1sc2ccccc2c1CNC[C@H]1O[C@@H](n2ccc(=O)[nH]c2=O)[C@H](O)[C@@H]1O | -6% | 3
O=C(NC(Cc1cc(=O)[nH]c2ccccc12)C(=O)O)c1ccc(Cl)cc1 (stereo unspecified) | -3% | 2
OC(c1cccnc1)c1nc(/C=C/c2ccc(C(F)(F)F)cc2)cs1 (stereo unspecified) | 5% | -1
COc1cccc(CNc2nc3cc(-c4cnn(Cc5ccccc5)c4)sc3c(=O)n2C)c1 | -3% | -5
CCCCCCCCN1C(=O)[C@H](CC(=O)NCc2cccs2)C[C@@]2(C(=O)OCC)CCCC=C12 | 4% | 0
CNc1ccc(-c2cccc(C(=O)N3CCOCC3)c2)cn1 | 3% | 0
NC(Cc1ccc(Cl)cc1)c1csc(NC(=O)NCC2CCCCC2)n1 (stereo unspecified) | 10% | -1
COc1ccc(C(C)(O)c2nc(-c3ccc4c(c3)OCO4)cs2)cc1 (stereo unspecified) | -5% | 4
CCOC(=O)[C@]12CCC=C1N(Cc1ccco1)C(=O)[C@H](CC(=O)N1CCCC1)C2 | 0% | -3
CCOC(=O)[C@]12CCCC=C1N(Cc1cccc3ccccc13)C(=O)[C@H](CC(=O)NCc1cccs1)C2 | -3% | 2
COc1ccccc1-c1csc(C(C)(O)c2ccccc2)n1 (stereo unspecified) | 2% | 0
CC[C@H](c1ccc(O)cc1)[C@@H](CC)c1ccc(O)cc1 | 22%[20 µM] | -1
CN(Cc1ccccc1)C(=O)[C@@H]1CCCN1C(=O)[C@@H]1CCCN1C(=O)OC(C)(C)C | 3% | 3
CC1(C(=O)NS(=O)(=O)C2CC2)CCCN(C(=O)COc2ccc(Cl)cc2Cl)C1 (stereo unspecified) | 11% | -4
Cc1nc(C(F)(F)F)ccc1C(=O)N1CCC1(C)C(=O)NS(=O)(=O)c1ccc(C#N)cc1 (stereo unspecified) | -15% | 3
CC(=O)Nc1ccc(-c2ccnc3c2CC(C)(C(=O)Nc2ccc4c(c2)OCO4)O3)cc1 (stereo unspecified) | 5% | -7
CC1(C(=O)NS(=O)(=O)Cc2ccccc2)CCN1C(=O)CCc1ccccc1 (stereo unspecified) | 4% | -3
N#Cc1ccc(C(=O)N2CCCCC2c2cc(C(=O)Nc3ccccc3Cl)no2)cc1 (stereo unspecified) | -3% | 2
COC(=O)[C@@]1(Cc2ccc(F)cc2)[C@H]2c3cc(C(=O)N(C)C)n(Cc4ccc(C)o4)c3C[C@H]2CN1C(=O)c1ccccc1 | -24% | 1
CCOC(=O)[C@]12CCCC=C1N(Cc1ccc(Cl)cc1Cl)C(=O)[C@H](CC(=O)NCCc1ccccc1OC)C2 | -1% | 0
CC1(C(=O)NS(=O)(=O)c2ccccc2)CCN1C(=O)C1(c2ccc(Cl)cc2)CCC1 (stereo unspecified) | -6% | -14
c1ccc(CN2CC[C@@H](Nc3nccn4ccnc34)C2)cc1 | -1% | -1
Oc1ccc(-c2cnc3c(Nc4cccc(OC(F)(F)C(F)F)c4)nccn23)cc1 | 2% | -1
CC1(C(=O)NS(=O)(=O)C2CC2)CCN(C(=O)c2c(F)cccc2F)C1 (stereo unspecified) | 8% | -1
O=C(Nc1ccc(F)c(Cl)c1)C1Cc2c(-c3ccc4c(c3)OCO4)ccnc2O1 (stereo unspecified) | -4% | -4
Cc1cc(C)cc(Cn2cc(CN3CC(N4CCN(C)CC4)CS3(=O)=O)nn2)c1 (stereo unspecified) | 0% | -11
COC(=O)c1cc(=O)nc(NN=Cc2ccc(OC)cc2)s1 | 18% | -1
CC1(Oc2ccc(CC#N)cc2)CCN(Cc2ccc(-n3ccnc3)cc2)C1 (stereo unspecified) | 11% | 2
CCCN(CCC)Cc1cc(=O)oc2cc(OC)c(Cl)cc12 | -6% | -4
COc1ccccc1CN1C(=O)C(C)ON=C1c1ccccc1F (stereo unspecified) | -20% | -9
CC1(C(=O)NS(=O)(=O)c2ccccc2)CCN1C(=O)Cc1ccccc1Cl (stereo unspecified) | -6% | 2
CC1(C(=O)NCCC(F)(F)F)Cc2c(-c3ccccc3)ccnc2O1 (stereo unspecified) | -5% | 3
CCC(=O)N1CCC1(C)C(=O)Nc1ccc2nc(C)ccc2c1 (stereo unspecified) | -1% | 3
NCc1csc(Nc2ncccn2)n1 | 17% | -7
COCCN1C[C@@H](CO)O[C@@H](n2cnc3c(N4CCCC4)ncnc32)C1 | 3% | 0
CCOC1=C2[C@@H](CN(S(=O)(=O)c3ccc(C)cc3)[C@H]2c2ccccc2Cl)[C@H]2C(=O)N(C(C)(C)C)C(=O)[C@H]2C1 | 0% | -2
Cn1nc(C(C)(C)C)cc1N1C(=O)CCC1(C)C(=O)Nc1ccc2ccccc2c1 (stereo unspecified) | 2% | 0
Clc1ccc(-c2cccc3nccn23)c(Cl)c1 | 1% | 1
CC(C)C[C@@H]1CC2=C(C(=O)OC(C)(C)O2)[C@H](c2ccc(Cl)cc2)O1 | 5% | 5
CCc1nc2ccc(C(=O)NC3CCN(C)CC3)cn2c1N(C)CCC(C)C | 37%[activator] | 1
COC(=O)[C@@]1(Cc2ccc(F)cc2)[C@H]2c3cc(C(=O)N4CCCC4)n(Cc4ccc(OC(F)(F)F)cc4)c3C[C@H]2CN1C(=O)c1ccccc1 | 6% | -5
COc1ccccc1Cc1c(-c2cccc(Cl)c2)nc2ccc(Cl)cn12 | 3% | -3
CCOC1=C2CN(S(=O)(=O)c3ccc(C)cc3)[C@H](c3cccs3)C[C@H]2[C@H]2C(=O)N(c3ccccc3)C(=O)[C@H]2C1 | -2% | -1
Oc1ccc(CCNCCCCCCNCCc2ccccc2)cc1O | 63%[activator] | -3
CSc1ccc(Cn2c(C)c(C(=O)NCc3cccc(C(F)(F)F)c3)sc2=O)cc1 | -11% | 6

Rewritten field by field: four of the compounds above.
NCc1csc(Nc2ncccn2)n1
  GLS inhibitor = 17%
  PI4K2A inh = -7

COCCN1C[C@@H](CO)O[C@@H](n2cnc3c(N4CCCC4)ncnc32)C1
  GLS inhibitor = 3%
  PI4K2A inh = 0

CCOC1=C2[C@@H](CN(S(=O)(=O)c3ccc(C)cc3)[C@H]2c2ccccc2Cl)[C@H]2C(=O)N(C(C)(C)C)C(=O)[C@H]2C1
  GLS inhibitor = 0%
  PI4K2A inh = -2

Cn1nc(C(C)(C)C)cc1N1C(=O)CCC1(C)C(=O)Nc1ccc2ccccc2c1 (stereo unspecified)
  GLS inhibitor = 2%
  PI4K2A inh = 0

Remaining list, next part
Molecule | GLS inhibitor | PI4K2A inh
CCOC(=O)C1=CCN(S(=O)(=O)c2ccc(C)cc2)C1c1cccc(Cl)c1 (stereo unspecified) | 11% | 3
Cc1ccc(-c2cnc3c(Nc4cccc(OC(F)(F)C(F)F)c4)nccn23)cc1 | -1% | 2
C#Cc1cccc(Nc2nc(NCc3ccccc3)nc3ccsc23)c1 | -1% | -1
COc1ccc(-c2nc3c(Cl)cc(C(F)(F)F)cn3c2Cc2ccccc2C(F)(F)F)cc1OC | 13% | -4
CC(C)(C)c1ccc(S(=O)(=O)NC(=O)C2(C)CCN2C(=O)Cc2ccc(Cl)cc2Cl)cc1 (stereo unspecified) | 11% | -4
CCNC(=O)C1CCCN(C(=O)Cc2ccc3ccccc3c2)CC1 (stereo unspecified) | 0% | 1
CCCCOCCCNC(=O)C[C@@H]1C[C@@]2(C(=O)OC)CCCCC=C2N(Cc2ccccc2)C1=O | -10% | -2
COc1ccc(C(C)(O)c2nc(-c3cccs3)cs2)cc1 (stereo unspecified) | 1% | -1
COc1ccc(CC(N)c2csc(NC(=O)Nc3ccc(C(C)C)cc3)n2)cc1 (stereo unspecified) | 7% | 6
CCOC(=O)[C@]12CCC=C1N(Cc1cccc3ccccc13)C(=O)[C@H](CC(=O)N1CCSCC1)C2 | -5% | 3
COc1cc(OC)cc(C2=Cc3ccc(OC)cc3C(CC(C)=O)N2c2ccc(-c3cccs3)cc2)c1 (stereo unspecified) | 5% | -1
CC(=O)Nc1cc(-c2ccc(C(=O)NC3CC3)cc2)cn2c(-c3ccc(F)c(Cl)c3)cnc12 | 2% | -1
Cc1ccc2c(CN3CCN(c4ccccc4F)CC3)cc(=O)oc2c1 | -2% | 0
CC(C)=NNc1cnnc2ccc([N+](=O)[O-])cc12 | 1% | -14
CCOc1cc(OCC)cc(C(=O)N2CCC[C@@H]2C(=O)N2CCC[C@H]2C(=O)NCc2ccncc2)c1 | -7% | 2
CSc1ccc(CNC(=O)C2(C)CCCN2CC(C)C)cc1 (stereo unspecified) | 12% | 3
COCCNC(=O)C1(C)Cc2c(-c3ccc(NC(C)=O)cc3)ccnc2O1 (stereo unspecified) | -1% | 1
CC1(C)CC(=O)C2=C(C1)NC(=O)CC2 | 2% | -2
CC(C)C[C@@H](CN1CCC[C@@H]1CN1C(=O)C(=O)NC[C@@H]1Cc1ccccc1)N1C[C@H](Cc2ccccc2)N(CC2CCCCC2)C(=O)C1=O | 19% | -3
OC(c1cccc(Cl)c1)c1nc(-c2ccoc2)cs1 (stereo unspecified) | 7% | -25
NC(COCc1ccccc1)c1csc(Nc2nccc(C(F)(F)F)n2)n1 (stereo unspecified) | 0% | 1
Cn1cc(-c2csc(C(O)c3ccccc3)n2)cn1 (stereo unspecified) | -3% | 0
COCCNC(=O)C1(C)CCN(C(=O)c2ccc(SC(F)(F)F)cc2)C1 (stereo unspecified) | 1% | 3
O=C(Nc1cccc(Oc2ccccc2)c1)c1ccc(-n2cncn2)c2ccoc12 | 5% | 0
CC(C)(C)c1ccc(CC(=O)N2CCC2(C)C(=O)NS(=O)(=O)c2cccc(F)c2)cc1 (stereo unspecified) | 4% | -3
CC1(C(=O)NS(=O)(=O)Cc2cccc(Cl)c2)CCN1C(=O)Cc1ccc(-c2ccccc2)cc1 (stereo unspecified) | 22% | 3
Fc1cccc(Cc2c(-c3ccc(Cl)cc3)nc3ccc(Br)cn23)c1 | -1% | 1
CC1(C(=O)Nc2ccc(Cl)c(Cl)c2)CCN1C(=O)CC1CCCC1 (stereo unspecified) | -5% | -2

3 entries from above, set out differently.
CC1(C(=O)Nc2ccc(Cl)c(Cl)c2)CCN1C(=O)CC1CCCC1 (stereo unspecified)
  GLS inhibitor = -5%
  PI4K2A inh = -2
CC1(C(=O)NS(=O)(=O)Cc2cccc(Cl)c2)CCN1C(=O)Cc1ccc(-c2ccccc2)cc1 (stereo unspecified)
  GLS inhibitor = 22%
  PI4K2A inh = 3
Fc1cccc(Cc2c(-c3ccc(Cl)cc3)nc3ccc(Br)cn23)c1
  GLS inhibitor = -1%
  PI4K2A inh = 1

A different layout for 4 compounds above:
> CC(C)(C)c1ccc(CC(=O)N2CCC2(C)C(=O)NS(=O)(=O)c2cccc(F)c2)cc1 (stereo unspecified)
  GLS inhibitor = 4% | PI4K2A inh = -3

> CC1(C(=O)NS(=O)(=O)Cc2cccc(Cl)c2)CCN1C(=O)Cc1ccc(-c2ccccc2)cc1 (stereo unspecified)
  GLS inhibitor = 22% | PI4K2A inh = 3

> Fc1cccc(Cc2c(-c3ccc(Cl)cc3)nc3ccc(Br)cn23)c1
  GLS inhibitor = -1% | PI4K2A inh = 1

> CC1(C(=O)Nc2ccc(Cl)c(Cl)c2)CCN1C(=O)CC1CCCC1 (stereo unspecified)
  GLS inhibitor = -5% | PI4K2A inh = -2
